GLD-1 TGE inh – GLD-1-TGE RNA interaction inhibition (C. elegans); purified GLD-1 + fluorescein TGE RNA, fluorescence polarization; inhibition, % at 5.96 µM; hit rate 0.44% among 320,000; AID 2280;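 active = percent inhibition above a per-plate cutoff, the plate mean of test compounds plus 3 SD, cut at about 30% in these data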;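 also: 0% = DMSO wells with GLD-1 and probe and 100% = wells lacking GLD-1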
Target sequence (Q17339 whole entry, looked up): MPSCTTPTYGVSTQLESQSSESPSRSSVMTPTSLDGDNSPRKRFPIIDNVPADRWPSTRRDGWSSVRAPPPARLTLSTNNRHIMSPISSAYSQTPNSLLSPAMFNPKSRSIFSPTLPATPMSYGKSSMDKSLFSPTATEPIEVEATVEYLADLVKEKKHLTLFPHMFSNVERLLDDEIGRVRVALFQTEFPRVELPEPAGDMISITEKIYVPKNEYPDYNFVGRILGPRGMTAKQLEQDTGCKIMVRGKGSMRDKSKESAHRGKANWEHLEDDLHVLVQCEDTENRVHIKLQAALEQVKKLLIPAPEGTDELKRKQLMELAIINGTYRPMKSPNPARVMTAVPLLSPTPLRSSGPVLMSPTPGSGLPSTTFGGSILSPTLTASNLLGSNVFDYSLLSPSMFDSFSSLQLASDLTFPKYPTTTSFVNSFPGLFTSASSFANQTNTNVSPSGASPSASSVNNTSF
MEX-5 binding – C. elegans MEX-5 TCR-2 RNA binding activity; hit rate 0.38% among 300,000; MEX-5/FITC-TCR2 RNA binding, fluorescence polarization; hits give low values; Q9XUB2; activity score (negative = inhibition of binding), % at 10 µM;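 active = inhibition past about -25% in most replicates, and total fluorescence under double the plate's negative control median, limit read from the data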;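 also: 0% = DMSO and -100% = 5 µM competing unlabeled TCR2 RNA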
PME-1 primary – blocks human protein phosphatase methylesterase 1 | Q9Y570 | recombinant PME-1, FP-Rh probe fluorescence polarization | inhibition, % at 5.9 µM | hit rate 0.53% among 320,000;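 active = inhibition above the campaign mean of all compounds plus 3 SD, cut at about 26% in these data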;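 also: competitive labeling of PME-1 active site by serine hydrolase directed probe; 0% = PME-1 with DMSO and 100% = wells lacking PME-1 enzyme; inhibitors block probe labeling so polarization falls and inhibition rises; many of its hits are not listed in these tables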
MCL1-BIM inh – disrupts human MCL1 binding to BIM-BH3 peptide; Q07820; GST-MCL1 / FITC-Bim-BH3 fluorescence polarization; inhibition, % at 10.9 µM; hit rate 0.68% among 320,000; AID 2057;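 active = inhibition above the mean inhibition of all tested compounds plus 3 SD, set per campaign, cut at about 40% in these data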;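 also: 0% = DMSO wells and 100% = unlabeled Bim-BH3 peptide control; higher means more loss of mP so more displacement of Bim peptide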
Target sequence (Q07820 whole entry, looked up): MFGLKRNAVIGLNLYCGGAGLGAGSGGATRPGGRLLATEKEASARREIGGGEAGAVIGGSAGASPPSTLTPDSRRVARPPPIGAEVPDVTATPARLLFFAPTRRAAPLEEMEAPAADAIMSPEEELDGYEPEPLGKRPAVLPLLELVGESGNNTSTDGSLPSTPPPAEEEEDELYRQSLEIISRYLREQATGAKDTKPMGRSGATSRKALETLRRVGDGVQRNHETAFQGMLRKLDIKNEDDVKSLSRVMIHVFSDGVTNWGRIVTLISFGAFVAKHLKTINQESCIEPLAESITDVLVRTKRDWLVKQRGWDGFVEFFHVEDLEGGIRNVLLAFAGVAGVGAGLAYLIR
TPT1 inhibitor – blocks Candida albicans tRNA 2'-phosphotransferase; recombinant caTPT1, FP RNA substrate dephosphorylation; inhibition, % at 5 µM; hit rate 0.81% among 300,000;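 active = inhibition above the mean of all tested compounds plus 3 SD, set per screening campaign, cut at about 24% in these data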;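 also: plate controls were DMSO alone for no effect and ferristatin control at 100 nM for full effect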
Fam108B inh – blocks mouse Fam108B hydrolase in RBBP9 counter-screen; recombinant Fam108B, FP-Rh probe fluorescence polarization; inhibition, % at 9.51 µM; hit rate 0.33% among 300,000; AID 1947;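 active = inhibition above the screen mean inhibition plus 3 SD, computed separately per campaign, cut at about 18% in these data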;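 also: inhibitors lower polarization as less probe binds the enzyme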
PAD4 FP inh – blocks human protein arginine deiminase 4 | Q9UM07 | recombinant PAD4, RCA probe fluorescence polarization | inhibition, % at 6.36 µM | hit rate 0.41% among 330,000;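 active = percent inhibition above a cutoff equal to the mean of all tested compounds plus 3 SD, cut at about 15% in these data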;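 also: 0% = PAD4 with RCA probe and DMSO and 100% = probe without PAD4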
GSTO1 counter – GSTO1 inhibition, counter-screen for RBBP9 inhibitors; recombinant GSTO1, activity-based probe fluorescence polarization; inhibition, % at 5.96 µM; hit rate 1.1% among 300,000;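 active = inhibition above the campaign mean inhibition plus 3 SD, cut at about 35% in these data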;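 also: 0% = GSTO1-1 with DMSO and 100% = wells lacking GSTO1-1 enzyme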
BCLXL inh – inhibitors of human Bcl-xL; Q07817; AID 2129; inhibition, % at 10.9 µM; GST-Bcl-xL / FITC-Bim BH3 peptide fluorescence polarization; hit rate 0.7% among 320,000;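 active = inhibition above the mean of all tested compounds plus 3 SD, cutoff set per campaign, cut at about 30% in these data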;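 also: 0% = DMSO wells and 100% = unlabeled Bim-BH3 peptide competitor; inhibitors lower millipolarization by displacing the labeled peptide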
The depositor's hits bear a star; . = no result given. Only part of the results is shown; count on the stated rates, not on these rows.

Each structure is followed by: GLD-1 TGE inh	MEX-5 binding	PME-1 primary	MCL1-BIM inh	TPT1 inhibitor	Fam108B inh	PAD4 FP inh	GSTO1 counter	BCLXL inh
CCN(CC(=O)NC1CCCC1)S(=O)(=O)c1ccc(C)cc1
  5	-2.0	2	-5	-2	0	2	-3	1
O=C(CCN1CCc2ccccc2CC1)c1ccc2c(c1)OCCO2
  5	2.1	6	7	1	0	5	-5	4
Cc1ccc(NC(=O)CSc2ccccc2NC(=O)c2ccccc2)cc1Cl
  2	0.7	-3	-2	-3	-14	0	-4	1
N#Cc1ccc[n+](CC(=O)c2ccc(Cl)cc2)c1
  16	-3.7	-3	40	-1	0	1	6	33*
COC(=O)C1=C(NC(=O)c2ccc(C)cc2)CCS1
  3	.	-3	2	-3	1	-2	2	3
C=CCn1c(SCC(=O)N2CCc3ccccc3C2)nc2sc(C)cc2c1=O
  4	1.0	-1	-7	1	-1	-3	8	-6
NNc1nc(Nc2ccccc2)nc(N2CCCCC2)n1
  2	-2.0	-11	4	1	-2	-1	-1	0
O=C(Cn1ncc2c3ccccc3n(Cc3ccccc3)c2c1=O)NCc1ccccn1
  4	1.8	-2	6	-1	1	-4	6	3
O=C1CCCC2=C1C(c1ccccc1)CC(=O)N2c1ccccc1 (configuration not stated)
  -3	-0.5	-5	2	-1	1	-6	4	3
CC(=O)CC(=O)Nc1ncc(C(F)(F)F)cc1Cl
  0	2.6	-8	5	5	3	-3	-8	-2

Given as labelled records: part of the list above
compound: COC(=O)C1=C(NC(=O)c2ccc(C)cc2)CCS1
  GLD-1 TGE inh: 3
  MEX-5 binding: .
  PME-1 primary: -3
  MCL1-BIM inh: 2
  TPT1 inhibitor: -3
  Fam108B inh: 1
  PAD4 FP inh: -2
  GSTO1 counter: 2
  BCLXL inh: 3

compound: C=CCn1c(SCC(=O)N2CCc3ccccc3C2)nc2sc(C)cc2c1=O
  GLD-1 TGE inh: 4
  MEX-5 binding: 1.0
  PME-1 primary: -1
  MCL1-BIM inh: -7
  TPT1 inhibitor: 1
  Fam108B inh: -1
  PAD4 FP inh: -3
  GSTO1 counter: 8
  BCLXL inh: -6

compound: NNc1nc(Nc2ccccc2)nc(N2CCCCC2)n1
  GLD-1 TGE inh: 2
  MEX-5 binding: -2.0
  PME-1 primary: -11
  MCL1-BIM inh: 4
  TPT1 inhibitor: 1
  Fam108B inh: -2
  PAD4 FP inh: -1
  GSTO1 counter: -1
  BCLXL inh: 0

Carrying on.
Each structure is followed by: GLD-1 TGE inh	MEX-5 binding	PME-1 primary	MCL1-BIM inh	TPT1 inhibitor	Fam108B inh	PAD4 FP inh	GSTO1 counter	BCLXL inh
C/C(=N\NC(=O)COc1ccc(C(C)(C)C)cc1)c1ccc(OC(F)F)cc1
  9	-0.3	-9	10	-2	-3	-1	3	9
O=C(Nc1cccc(F)c1)c1c(F)c(F)c(F)c(F)c1F
  -7	-0.4	-4	-2	1	0	3	-1	5
Cc1cc([N+](=O)[O-])nn1CCCC(=O)O
  2	3.3	-2	8	2	0	-4	5	4
Cc1ccc(N2C(=O)C(Cc3ccccc3)NC2=S)cc1 (configuration not stated)
  -3	-2.1	-4	12	-1	-4	-1	7	11
CC(C)c1ccc(/C=C(\c2nc3ccccc3[nH]2)S(=O)(=O)c2ccccc2)cc1
  7	-0.1	-50	3	1	-22	7	-14	4
Cc1ccc2nc(SCC(=O)N(CC(C)C)c3c(N)n(Cc4ccccc4)c(=O)[nH]c3=O)[nH]c2c1
  8	-0.2	-4	-15	-1	-3	-2	1	-15
O=C(NC1=NCCS1)c1cccc(F)c1
  7	3.0	-6	-4	-2	-4	0	3	2
CC1(C)C2CCC1(C)C1(C2)NC(=O)c2ccccc2O1 (configuration not stated)
  -6	-1.5	-4	-3	0	2	-7	-5	2
CCCCCOC(=O)Cn1c(N2CCCCCC2)nc2c1c(=O)[nH]c(=O)n2C
  -2	-2.8	9	16	0	4	-4	8	8
Cc1cccc(Nc2ncccc2C(=O)NCc2cccs2)c1C
  2	0.9	5	1	-5	3	1	-2	5

(next part)
structure | GLD-1 TGE inh | MEX-5 binding | PME-1 primary | MCL1-BIM inh | TPT1 inhibitor | Fam108B inh | PAD4 FP inh | GSTO1 counter | BCLXL inh
O=C1CCC(C(=O)N2CCN(c3cnccn3)CC2)CN1CCc1cccc(F)c1 (configuration not stated) | 3 | -2.6 | -1 | 3 | 1 | -3 | 0 | 3 | 1
CCC(C)NC(=O)c1ccccc1NC(=O)Nc1ccccc1 (configuration not stated) | 2 | -1.0 | -5 | -2 | -2 | 1 | 0 | 2 | -1
OCCn1c(CSc2nc3ccccc3n2CCO)nc2ccccc21 | 1 | 1.6 | 0 | 0 | 2 | 0 | 4 | -1 | -7
O=C(N1CCOCC1)N1CCCC(c2nc(-c3cccs3)no2)C1 (configuration not stated) | 3 | 1.8 | 0 | 0 | 1 | -3 | -1 | 4 | 1
Cc1cc(C)cc(C(=O)NCC(=O)N2CCC3(CC2)NCCc2[nH]cnc23)c1 | -7 | 0.7 | 0 | -6 | 2 | -5 | 0 | -1 | -2
CCSc1nnc(COc2ccccc2)n1CC | -4 | -2.3 | 3 | -3 | 0 | 4 | 4 | 5 | -10
CCOc1ccccc1NC(=S)Nc1ccccc1F | -2 | 0.7 | 1 | -2 | -4 | -2 | -1 | 3 | 2
O=C(O)CNC(=O)C1CCCN1C(=O)CNC(=O)OCc1ccccc1 (configuration not stated) | -2 | 1.5 | 5 | 0 | 1 | 4 | 3 | 2 | -2
COc1cc(C2C3C(C)N(C)C(=O)N(C)C3N(C)C(=O)N2C)ccc1O (configuration not stated) | 7 | -0.4 | 5 | -3 | 3 | 1 | 0 | 9 | 1
O=C1C=C(c2ccc(O)cc2)C[C@@H](c2ccc(Cl)cc2)C1 | -7 | . | 17 | 3 | . | . | -3 | . | -1
O=C(CSc1nc2[nH]c(=O)cc(O)c2s1)Nc1cccc(Br)c1 | -1 | . | -1 | 5 | . | . | 1 | . | 2
CCn1c(SCC(=O)c2ccccc2)nc2sc3c(c2c1=O)CCN(C)C3 | -6 | -1.1 | 5 | 20 | 18 | -1 | 5 | -4 | 9
O=C(CSCc1ccco1)NC1CCCC1 | 2 | -0.2 | -11 | 1 | 1 | 1 | 2 | 3 | -4
Cc1nc2ccc(S(=O)(=O)NCC(=O)NCCc3ccc(Cl)cc3)cc2s1 | 5 | 2.4 | 10 | 5 | 0 | -2 | 0 | 0 | 5
CC(C)CNC(=O)COC(=O)c1ccccc1SCC(=O)NCC(C)C | 1 | -2.2 | 2 | 8 | -1 | 2 | 4 | 1 | 0
O=C(CNC1CCCC1)Nc1ccc(S(=O)(=O)N2CCCCC2)cc1 | 3 | -1.8 | -4 | 1 | 2 | 2 | -4 | 0 | -2
CCCN1CCC(=O)N([C@H](CN=[N+]=[N-])CC(C)C)CC1 | 3 | 0.2 | -2 | 24 | 0 | -2 | 0 | 2 | 22
COc1ccccc1NS(=O)(=O)c1cccc(NC(=O)Nc2ccccc2)c1 | 0 | 4.4 | -32 | 6 | 0 | -15 | -5 | -34 | 8
N/C(=N\OC(=O)COc1ccc(Cl)cc1)c1cccnc1 | 4 | -1.0 | 1 | -7 | -2 | -1 | 0 | -3 | -10
COc1cc(NC(=O)C2CCCO2)c(OC)cc1Cl (configuration not stated) | -4 | 0.0 | -13 | 3 | 3 | 2 | 4 | 14 | 1
CCc1nc(SCc2ccc([N+](=O)[O-])cc2)n[nH]1 | -2 | -2.9 | -3 | 9 | -2 | 3 | -1 | 5 | 1
C=CCOc1ccc2c(c1)c(=O)cc(C(=O)O)n2CC | -3 | -3.1 | -5 | 1 | -2 | 1 | -1 | 9 | 4
O=C(Cc1n[nH]c(=O)c2ccccc12)Nc1cccc(S(=O)(=O)N2CCCC2)c1 | 6 | -0.5 | 12 | 5 | -2 | 8 | -2 | 10 | -5
CC1Cc2ccccc2N1S(=O)(=O)c1cccc(C(=O)N2CC(=O)Nc3ccccc32)c1 (configuration not stated) | -3 | 0.8 | 2 | -19 | 1 | -3 | -11 | -12 | -13
CCN(CC)CC(=O)NC1CCCc2c1cnn2-c1cc(F)cc(F)c1 (configuration not stated) | -9 | 1.4 | -5 | 14 | -2 | 2 | 0 | -4 | 0
Cc1c(C2(O)C(=O)Nc3ccc(F)cc32)c(=O)n(-c2ccccc2)n1C (configuration not stated) | -8 | -2.8 | 10 | 2 | -2 | -3 | 0 | 3 | 4
CCNC(=S)NNC(=O)c1ccc(OC(F)F)cc1 | -1 | 4.7 | 2 | 5 | 4 | -1 | -5 | 5 | -2
CNNC(=O)C(=O)NNS(=O)(=O)c1ccccc1 | 3 | -7.5 | -4 | 3 | 1 | 5 | 5 | -2 | -3
COc1ccc(/C=N/NC(=O)C(C)n2nnc3ccccc32)cc1OC (configuration not stated) | -3 | -1.8 | -9 | 5 | -6 | -1 | -4 | -3 | 4
CCOC(=O)c1sc(NC(=O)CC)c(C#N)c1C | 4 | -1.0 | -3 | 12 | 0 | -2 | -3 | 9 | 2
O=C(CN1CCCCC1)Nc1ccccc1 | -2 | -0.5 | -2 | -9 | -1 | -3 | 1 | 2 | -3
Cc1nnc(SCc2ccccc2)n1CC1CCCO1 (configuration not stated) | 2 | 2.1 | -4 | 0 | 0 | 0 | -6 | -1 | -1
O=c1[nH]nc(C(F)(F)F)c2nnn(Cc3ccccc3Cl)c12 | 4 | 1.0 | 13 | 6 | 1 | -2 | 2 | 0 | 3
CC1CCCCN1C(=O)c1ccc(Br)o1 (configuration not stated) | -5 | 2.3 | -4 | 3 | -1 | 1 | -1 | -4 | 6
CC(C)(C)n1nc(-c2ccc(Cl)cc2)c2c(N)ncnc21 | -1 | -0.2 | -2 | -2 | 2 | 0 | -6 | -4 | 6
C=CCOC(=O)c1sc(NC(=O)c2ccc(OC)cc2)nc1C | 0 | 1.2 | -13 | 1 | 0 | -5 | -2 | 2 | 3

Assay outcomes as filed in PubChem BioAssay.
